BAZ2B inh: inhibitors of human BAZ2B bromodomain. actives 4.4% (n = 360,000). Q9UIF8. AlphaScreen BAZ2B-H3K14Ac peptide displacement. Potency, µM (top dose mostly 114 µM), without a hit: at the highest dose activity change, negative = inhibition, usual class: inhibitors. AID 504333; also: potency is read from the fitted curve at half-maximal effect; % is scaled to controls: 0 for no effect and ±100 for the full control effect; nearly all actives have a fitted effect of over 60% in size
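AlphaScreen displacement: compounds (up to 110uM) incubated 30 min at room temperature with a preformed 50 nM BAZ2B/50 nM biotinylated H3K14Ac peptide complex in PBS pH 7.4 with Tween-20. Donor and acceptor beads at 10 ug/mL final added, 20 min light-protected before reading.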
PI4K2A inh: blocks human PI4K2A kinase activity; Q9BTU6; purified PI4K2A, ADP-Glo luminescence, 1 h; active compounds read low; activity change, negative = inhibition, % at 76.9 µM; actives 0.13% (n = 420,000); AID 1346378; in the data active = activity change below about -50%; inconclusive = mostly about -30% to -49%;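 also: -100% = wells without enzyme as full effect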
Target sequence (Q9BTU6 whole entry, looked up): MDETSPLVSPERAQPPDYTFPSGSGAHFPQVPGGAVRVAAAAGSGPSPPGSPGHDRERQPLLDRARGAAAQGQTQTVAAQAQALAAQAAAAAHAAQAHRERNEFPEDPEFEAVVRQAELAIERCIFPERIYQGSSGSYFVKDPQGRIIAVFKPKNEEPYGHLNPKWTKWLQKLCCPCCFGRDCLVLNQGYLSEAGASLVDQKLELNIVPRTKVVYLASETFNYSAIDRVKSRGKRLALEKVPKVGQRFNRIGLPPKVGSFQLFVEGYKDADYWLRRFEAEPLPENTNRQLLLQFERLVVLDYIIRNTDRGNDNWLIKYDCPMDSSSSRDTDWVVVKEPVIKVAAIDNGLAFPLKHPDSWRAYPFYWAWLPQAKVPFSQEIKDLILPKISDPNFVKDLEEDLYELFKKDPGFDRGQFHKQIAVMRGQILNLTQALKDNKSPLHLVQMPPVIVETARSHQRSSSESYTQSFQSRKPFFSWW
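In this quantitative HTS, ADP production by PI4K2A was quantified luminescently after 1 h at ambient temperature; 100 microM adenosine served as plate-quality control.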
12-LOX inh: blocks human arachidonate 12S-lipoxygenase | purified 12hLO, xylenol orange hydroperoxide absorbance | Potency, µM (titrated, usually from 108 µM), for inactives: top-dose activity change, negative = inhibition, most hits filed as inhibitors | actives 1.1% (n = 580,000); also: potency is read from the fitted curve at half-maximal effect; % is scaled to controls: 0 for no effect and ±100 for the full control effect
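Hydroperoxide product was detected by ferrous iron/xylenol orange as the 573 to 405 nm absorbance ratio. Arachidonic acid at 40 uM (final) was turned over for 30 min at room temperature by 150 nM human 12hLO, pH 7.0 Hepes buffer, after 15 min compound preincubation.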
ERG-DNA inh: blocks human ERG Ets domain binding to DNA | AID 624246 | actives 0.028% (n = 370,000) | Potency, µM (series often up to 76.9 µM), for the others: at the top dose FP activity, negative = inhibition, hits mostly inhibitors | fluorescence polarization, His-ERG Ets domain / labelled DNA; active = well fitted inhibition curve with a large enough effect in the polarisation, with a control signal flat; inconclusive = small, poorly fitted or top-dose-only effect, or effect the other way, or a change in a side signal; inactive = no such curve, though single readings can be large or run the other way; the % refers to the polarisation;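 also: polarization taken with two DNA probes labelled with fluorescein and Texas red; potency is read from the fitted curve at half-maximal effect; % of control where 0% means no effect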
Target sequence (P11308 whole entry, looked up, the tested form may be a part): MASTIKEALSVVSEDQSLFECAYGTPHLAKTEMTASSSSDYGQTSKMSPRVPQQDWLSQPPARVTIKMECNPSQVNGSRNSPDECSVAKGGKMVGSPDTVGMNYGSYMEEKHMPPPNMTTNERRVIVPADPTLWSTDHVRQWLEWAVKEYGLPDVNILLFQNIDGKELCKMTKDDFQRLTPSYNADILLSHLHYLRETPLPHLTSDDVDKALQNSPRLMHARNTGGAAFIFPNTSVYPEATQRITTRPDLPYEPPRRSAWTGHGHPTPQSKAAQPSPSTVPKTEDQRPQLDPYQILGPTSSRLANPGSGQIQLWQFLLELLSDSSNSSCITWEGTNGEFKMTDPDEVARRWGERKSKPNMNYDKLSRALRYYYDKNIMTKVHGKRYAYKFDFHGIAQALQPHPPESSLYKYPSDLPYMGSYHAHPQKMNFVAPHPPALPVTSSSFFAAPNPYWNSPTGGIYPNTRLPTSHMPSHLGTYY
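His-tagged ERG Ets domain (1 uM in the protein solution; 300mM KCl, 50mM Tris-HCl, 1mM EDTA, 1mM DTT, pH 7.5) received compound, then a probe mix of 5 nM fluorescein-DNA and 100nM Texas-615-DNA. Fluorescence polarization was read for both dyes.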
RGS4 inh: blocks human RGS4-accelerated GTP hydrolysis; P49798; Transcreener GDP fluorescence polarization, RGS4-accelerated GTP hydrolysis; Potency, µM (series often up to 114 µM), for the others: top-dose activity change, negative = inhibition, actives largely listed as inhibitors; actives 0.039% (n = 390,000); also: potency is read from the fitted curve at half-maximal effect; % is scaled to controls: 0 for no effect and ±100 for the full control effect; nearly all actives have a fitted effect of over 75% in size; some results filed as inactive show a strong effect at the top dose
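MLSMR compounds (23 nl, pin-transferred) preincubated 10 min at room temperature with a 500nM (2x) first reagent, then RGS4 at 900nM (2x) plus Transcreener GDP mix added; fluorescence polarization (620/688 nm) read before and after 90 min at 30 °C.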
GLS inh: blocks human kidney-isoform glutaminase activity; O94925; GLS enzymatic activity, qHTS titration; Potency, µM (series often up to 45.5 µM), for inactives: top-dose activity change, negative = inhibition, actives largely listed as inhibitors; actives 0.21% (n = 410,000); AID 624170; also: potency is read from the fitted curve at half-maximal effect; % is scaled to controls: 0 for no effect and ±100 for the full control effect
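Read-out is an Amplex red fluorescence increase coupled through glutamate oxidase and HRP, measured before and after 30 min room-temperature incubation. hKGA is in 45 mM KH2PO4 (pH 8.2) with 0.02% Tween-20; glutamine added as 1mM solution.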
HP1b chromo inh: inhibitors of HP1-beta chromodomain binding to methylated histone tails | AlphaScreen HP1-beta / biotin-H3K9me3 peptide binding | actives 0.56% (n = 390,000) | P83916 | Potency, µM (doses to about 114 µM), inactives show at the highest dose activity change, negative = inhibition, actives largely listed as inhibitors; also: potency is read from the fitted curve at half-maximal effect; nearly all actives have a fitted effect of over 70% in size; inactives centre near 23
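HP1-beta protein (50 nM final) preincubated 30 min at room temperature with biotinylated H3(1-18)K9me3 peptide (50 nM) in PBS pH 7.4, 0.01% Tween-20, then compound added for 30 min. AlphaScreen streptavidin donor/nickel chelate acceptor beads (10 ug/mL final), 30 min dark, luminescence read.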
G9a block: blocks human histone lysine methyltransferase G9a; Q96KQ7; actives 8.8% (n = 350,000); G9a H3K9 monomethylation, AlphaScreen, 2 h; Potency, µM (top dose mostly 102 µM), for the others: at the top dose activity, negative = inhibition, hits mostly inhibitors; AID 504332; also: potency is read from the fitted curve at half-maximal effect; % is scaled to controls: 0 for no effect and ±100 for the full control effect; nearly all actives have a fitted effect of over 75% in size
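Step 1: enzyme (final 20 nM) with compound, 15 min RT. Step 2: substrate peptide 500 nM and SAM 20 uM, 2 h RT. Step 3: anti-H3K9me1 antibody and AlphaScreen beads, 10 min, then plate read.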
JMJD2A Tudor: JMJD2A Tudor domain (human) inhibition; Potency, µM (series often up to 114 µM), inactives show at the top dose activity change, negative = inhibition, hits mostly inhibitors; actives 4.4% (n = 390,000); AID 504339; AlphaScreen JMJD2A-Tudor / H3K4me3 peptide binding; also: potency is read from the fitted curve at half-maximal effect; % is scaled to controls: 0 for no effect and ±100 for the full control effect; nearly all actives have a fitted effect of over 50% in size
An asterisk follows results filed as active; ? = inconclusive; · = no result given; & = joins results of further samples; [ ] = another dose, or the depositor's remark. Unless noted, calls follow the shape of the dose curve; as a rule, active = well fitted curve in the direction sought with a large enough effect; inconclusive = small, poorly fitted or top-dose-only effect, or another doubt; inactive = no such curve, though single readings can be large; an effect the other way counts as inactive or inconclusive. A portion of the library, so the mix of outcomes need not match the whole.

12-LOX inh	RGS4 inh	GLS inh	PI4K2A inh	JMJD2A Tudor	BAZ2B inh	HP1b chromo inh	ERG-DNA inh	G9a block	structure
-24%	19%	1%	1	-23%	11%	3%	1%	-30%	Cc1cccc(NC(=O)C2CCN(S(=O)(=O)c3ccc4c(c3)OCCO4)CC2)n1
7%	-1%	-2%	0	5%	2%	30%	12%	17%	O=C(NCc1ccc2c3c(cccc13)C(=O)N2)c1cccs1
-4%	-11%	3%	28	-17%	-9%	15%	-5%	3%[59 µM]	CCO[C@H]1OC(C(=O)Nc2ccccc2)=C[C@@H](c2coc3ccccc3c2=O)[C@@H]1CCCO
?	4%	0%	7	-34%	-26%	1%[57 µM]	-1%	11%[59 µM]	O=C(CN1CCN(c2ccc([N+](=O)[O-])cc2)CC1)Nc1ccccn1
-22%	-11%	-1%	-1	-8%	4%	24%	15%	9%[59 µM]	COc1cccc(C(=O)c2cn(CC(=O)Nc3ccc4c(c3)OCCO4)c3nc(C)ccc3c2=O)c1
0%	22%	10%	-2	-5%	-2%	17%	2%	?	COC(=O)C(C)NC(=O)C12CC3CC(CC(C3)C1)C2 (stereo not drawn)
452%[activator]	-23%	-4%	5	-21%	5%	18%	17%	10%	Cc1cccc(NC(=O)CNC(=O)c2ccccc2Cl)n1
-3%	5%	27%	4	-6%	-9%	13%	-4%	7%[0.501 µM]	O=C(CNC(=O)c1ccc(Cl)cc1Cl)OCC(=O)N1CCN(c2ccccc2)CC1
1%	1%	2%	5	-5%	-4%	55%[activator]	-14%	-3%[2.33 µM]	Cc1ccc([C@@H]2CC=C(C(=O)O)CN2S(=O)(=O)c2ccccc2C)cc1
-4%	-5%	-7%	4	-21%	-4%	9%	-13%	14%[59 µM]	N#Cc1c(NC(=O)CSc2nc3ccccc3s2)sc2c1CCCC2
?	-44%	-5%	-8	-7%	-17%	12%	3%	7%[12.7 µM]	COc1ccc(NC(=O)CSc2nc3ccccc3n2CC(=O)Nc2cccc(C)c2C)cc1
0%	-46%	2%	-4	-25%	-5%	22%	1%	-47%[59 µM]	CCOc1ccc(-c2nc(CSc3nnc(N)s3)cs2)cc1OC
0%	-14%	-2%	-22	-21%	-12%	45%[activator]	4%	?	CC1=NN(c2ccccc2)C(=O)C1N=Nc1ccc(S(N)(=O)=O)cc1 (stereo not drawn)
43%[activator]	-37%	-5%	-6	-7%	-5%	36%[activator]	-5%	-25%[59 µM]	Cc1ccc(CNC(=O)CSc2c3c(nc4ccc(Cl)cc24)CCCC3)o1
-8%	26%	8%	0	12%	79µM*	5%	0%	15%	CCN(C(=O)c1ccco1)c1nc(-c2ccc(OC)cc2)cs1
-12%	10%	-5%	7	?	·	-9%	0%	·	COc1ccc(Oc2c(OC)cc([N+](=O)[O-])c3ncccc23)cc1
0%	0%	2%	5	0%	1%	8%	8%	-18%	CCOCCCNC(=O)c1c(N)n(-c2ccc3c(c2)OCO3)c2nc3ccccc3nc12
?	-6%	0%	3	-15%	-1%	29%	0%	-5%[0.501 µM]	C=C[C@@H]1c2c(F)cccc2N(S(=O)(=O)c2ccc(C)cc2)[C@H](c2ccc(C(=O)OC)cc2)C1(C#N)C#N
-23%	11%	30%	3	-32%	-36%	0%	-6%	-1%[12.7 µM]	COc1ccc(S(=O)(=O)NCC(c2ccc(N(C)C)cc2)N2CCCC2)cc1F (stereo not drawn)
1%	-12%	-2%	-3	-6%	-3%	25%	-2%	-1%[59 µM]	O=C(COC(=O)/C=C/c1cccc(F)c1)NC1CCCC1
-7%	6%	10%	-5	-14%	1%	3%	-9%	3%	O=C(N/C(=C\c1ccc([N+](=O)[O-])cc1)C(=O)N1CCCCC1)c1ccco1
-25%	-14%	-11%	-6	?	?	-9%	9%	-12%[59 µM]	Cc1ccc(OCCn2cc(/C=C3\C(=O)NN(c4ccccc4)C3=O)c3ccccc32)cc1
0%	-7%	-2%	-2	5%	-3%	35%	-5%	23%[12.7 µM]	O=C(CCCN1C(=O)NC2(CCCC2)C1=O)Nc1ccc(F)cc1
-9%	-23%	-3%	0	-18%	9%	-6%	-1%	17%[59 µM]	CCOC(=O)c1sc(NC(=S)NC(=O)c2ccccc2)c(C(=O)OCC)c1C
42%[activator]	-16%	10%	3	8%	-16%	23%	-2%	-25%	COc1ccc(NC(=O)N2CCCCCC2)c(OC)c1
0%	-32%	-8%	-2	-8%	-5%	32%	-10%	40%	CCN(CCn1cccn1)C(=O)c1cccc(OC2CCN(S(C)(=O)=O)CC2)c1
-9%	3%	2%	-8	-8%	6%	9%	8%	24%[59 µM]	CCCCC(=O)Nc1ccc(C(=O)NNC(=O)c2cccs2)cc1
0%	-16%	-4%	-4	-4%	·	28%	1%	·	COc1cc2c(cc1OC)CN(C1CCCN(Cc3cccc(C(C)=O)c3)C1)CC2 (stereo not drawn)
401%[activator]	11%	22%	-9	-12%	7%	9%	6%	11%	N/C(=N\OC(=O)Nc1ccccc1)c1ncc(C(F)(F)F)cc1Cl
-15%	-9%	9%	-10	-22%	-1%	-5%	3%	3%	CCOc1ccc(C(=O)N2CCN(c3ccccc3)CC2)cc1
0%	-6%[56.9 µM]	12%	1	4%	7%	36%	4%	-2%[2.33 µM]	CCOC(=O)N1CCN(CC(O)COc2cc(C)cc(C)c2)CC1 (stereo not drawn)
-6%	-37%	8%	-3	-23%	-27%	7%	3%	-43%	Cc1cccc(N(CC(=O)N/N=C/c2ccc(OCC(=O)NCc3ccco3)cc2)S(C)(=O)=O)c1C
10%	?	2%	-4	?	-29%	?	0%	?	CCOC(=O)Cc1csc(N/C(=N/S(=O)(=O)c2ccc(Cl)cc2)c2ccccc2)n1
7%	2%	-4%	0	-14%	17%	3%	-3%	14%	CCC(C)C(=O)Nc1nnc(SCC(=O)NC(C)(C)C)s1 (stereo not drawn)
28%	-1%	-8%	5	-25%	-1%	27%	0%	47%	Cc1cccc(CN2CCOCCS2(=O)=O)c1
1%	19%	3%	2	-10%	-7%	25%	-3%	·	O=C(NCCCN1CCOCC1)C(=O)N/N=C/c1ccc(F)cc1
9%	9%	-1%	-14	-20%	6%	8%	2%	?	CCN(CC)CC(O)CN1C(=O)NC(C)(C)C1=O (stereo not drawn)
12%	34%	9%	3	-6%	-32%	8%	-3%	17%[59 µM]	CCOC(=O)CCCNc1ccc([N+](=O)[O-])cc1[N+](=O)[O-]
3%	-5%	2%	-7	-14%	0%	-2%	0%	18%	Cc1cccc(C(C(=O)NC2CCCC2)N(Cc2cccnc2)C(=O)c2csnn2)c1 (stereo not drawn)
-1%	-11%	21%	4	-26%	?	38%	-11%	45µM*	CC1CCC/C(=C\Nc2ccccc2C(=O)O)C1=O (stereo not drawn)

Grouped by structure: the entries above with a nitro group on carbon
12-LOX inh	RGS4 inh	GLS inh	PI4K2A inh	JMJD2A Tudor	BAZ2B inh	HP1b chromo inh	ERG-DNA inh	G9a block	structure
?	4%	0%	7	-34%	-26%	1%[57 µM]	-1%	11%[59 µM]	O=C(CN1CCN(c2ccc([N+](=O)[O-])cc2)CC1)Nc1ccccn1
-12%	10%	-5%	7	?	·	-9%	0%	·	COc1ccc(Oc2c(OC)cc([N+](=O)[O-])c3ncccc23)cc1
-7%	6%	10%	-5	-14%	1%	3%	-9%	3%	O=C(N/C(=C\c1ccc([N+](=O)[O-])cc1)C(=O)N1CCCCC1)c1ccco1
12%	34%	9%	3	-6%	-32%	8%	-3%	17%[59 µM]	CCOC(=O)CCCNc1ccc([N+](=O)[O-])cc1[N+](=O)[O-]

More entries
12-LOX inh	RGS4 inh	GLS inh	PI4K2A inh	JMJD2A Tudor	BAZ2B inh	HP1b chromo inh	ERG-DNA inh	G9a block	structure
4%	12%	2%	-17	-11%	-15%	29%	15%	10%	CC(=O)N1CCSc2ccc(S(=O)(=O)NCc3ccccc3)cc21
-2%	1%	-16%	-3	-1%	-6%	31%	3%	12%	O=C(NCCO)Nc1ccc(Cl)cc1
-5%	5%	-2%	1	-7%	19%	59%[activator]	5%	5%[59 µM]	COc1ccc(NC(=O)CSc2nc3ncccc3[nH]2)c(OC)c1
-8%&-16%	18%[11.4 µM]	1%&1%	3&-5	-21%&-11%	-29%&5%	14%&8%	27%&-9%	-19%	CC1CCCCN1CCCNC(=O)CN1C(=O)c2cccnc2Oc2ccc(Cl)cc21 (stereo not drawn)
-1%	2%	1%	3	178%[activator]	127%[activator]	178%[activator]	-2%	209%[activator]	Cc1cccc(/C(N)=N/OC(=O)Cc2ccccc2)c1
0%	16%	7%	1	-4%	·	56%[activator]	7%	·	CCOC(=O)/C(C#N)=C\c1ccc2c(c1)OCO2
-4%	-4%	-14%	-6	-10%	-38%	40%[activator]	14%	·	O=C(NCCN1C(=O)S/C(=C\c2cccnc2)C1=O)c1ccc(S(=O)(=O)N2CCCC2)cc1
-22%	-16%	3%	-3	-36%	-8%	22%	-8%	0%[59 µM]	Nc1nonc1C(=O)N/N=C/c1ccc(-c2cccc([N+](=O)[O-])c2)o1
1%	-10%	3%	-6	21%	21%	81%[activator]	-20%	·	Cc1ccc(C)c(-c2csc(-c3cccnc3)n2)c1
-1%	8%	0%	-3	6%	33%	57%[activator]	-10%	64%[activator]	COc1ccc(OCCSc2nc(C)nc3ccccc23)cc1
12%	2%	-7%	5	8%	5%	29%	-11%	21%[59 µM]	COc1ccc(C(=O)CCC(=O)Nc2ccc(Cl)cc2)cc1
